High-throughput results (PubChem)
E coli growth: reduces bacterial viability in AddAB counter-screen | E. coli V3065 growth, OD600 absorbance, 18 h | inhibition, % at 11.9 µM | 330,000 compounds, 0.27% hits | AID 449728;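 active means inhibition above the campaign's mean inhibition across all tested compounds plus 3 SD, cut at about 9.9% in these data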;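 further: uninfected addAB+ strain grown without phage in ampicillin broth; 0% = DMSO wells and 100% = ciprofloxacin 0.95 µg/ml wells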
HTR5A ag ctr: HTR5A agonism, opioid heterodimer counter-screen. HTR5A agonist assay, luminescence, cell-based. activation, % at 9.3 µM. 340,000 compounds, 0.61% hits. AID 504692; in the data active means activation mostly above about 9.5%, no sharp cut-off; inactive means mostly below about 7.6%;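 further: 0% = cells with vehicle only and 100% = reference agonist; strong numbers were not always called active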
Target sequence (P47898 whole entry, looked up): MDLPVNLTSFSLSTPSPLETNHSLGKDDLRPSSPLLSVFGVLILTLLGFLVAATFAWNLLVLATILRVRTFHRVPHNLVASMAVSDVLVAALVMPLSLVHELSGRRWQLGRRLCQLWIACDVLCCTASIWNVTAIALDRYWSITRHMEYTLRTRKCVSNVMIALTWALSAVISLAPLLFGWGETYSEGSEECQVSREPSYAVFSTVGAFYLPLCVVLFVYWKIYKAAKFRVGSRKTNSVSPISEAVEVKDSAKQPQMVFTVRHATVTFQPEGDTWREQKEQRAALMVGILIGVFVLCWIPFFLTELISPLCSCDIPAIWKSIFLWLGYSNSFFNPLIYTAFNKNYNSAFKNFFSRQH
PKA-R1A act: PKA-R1A complex activation. P00514+P68181. PKA-R1A dissociation, Cy5-IP20 fluorescence polarization; scaled: DMSO 0%, 113 µM cGMP 100%. activation, % at 11.4 µM. 340,000 compounds, 0.083% hits. AID 504707;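 active means percent activation above the mean of all tested compounds plus 3 SD, cut at about 19% in these data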;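 further: higher means more PKAc released from R1A so a rise in polarization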
Tat export inh: blocks Tat-dependent protein export in E. coli; E. coli MC4100 TorA-mCherry Tat export, fluorescence; inhibition, % at 10 µM; 340,000 compounds, 0.036% hits;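 active means mean replicate inhibition at least 50% and at least half of replicates individually reaching 50%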;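 further: exported cargo escapes ClpAP degradation while cytoplasmic cargo is degraded and loses fluorescence; 0% = median of neutral control wells and 100% = median of NaSCN control wells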
PKA-R2B activ: activates the human PKA-R2B holoenzyme complex | P22694+P31323 | PKA-R2B holoenzyme dissociation, Cy5-IP20 fluorescence polarization; R2B truncated from residue 108, S112A mutant; 0% DMSO only, 100% 113 µM cGMP | activation, % at 11.4 µM | 340,000 compounds, 0.079% hits;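 active means activation above a cutoff set at the mean over all compounds plus 3 SD, cut at about 18% in these data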;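 further: higher means more holoenzyme dissociation and a rise in polarization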
Target sequence (P31323 whole entry, looked up, other chains not shown, the tested form may be a part): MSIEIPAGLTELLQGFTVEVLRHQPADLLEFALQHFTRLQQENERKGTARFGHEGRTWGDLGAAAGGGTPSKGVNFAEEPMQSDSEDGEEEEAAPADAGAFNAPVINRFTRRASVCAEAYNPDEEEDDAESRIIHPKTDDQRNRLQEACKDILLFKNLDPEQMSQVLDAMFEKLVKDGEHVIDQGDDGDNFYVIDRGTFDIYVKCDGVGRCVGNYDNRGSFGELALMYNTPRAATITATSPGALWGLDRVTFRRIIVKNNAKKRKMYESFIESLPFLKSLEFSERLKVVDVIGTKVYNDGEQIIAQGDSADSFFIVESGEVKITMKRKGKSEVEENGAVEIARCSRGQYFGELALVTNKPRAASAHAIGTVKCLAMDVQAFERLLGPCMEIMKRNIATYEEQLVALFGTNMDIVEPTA
CDK5 p35 inh: inhibitors of human CDK5/p35 kinase. 330,000 compounds, 0.01% hits. inhibition, % at 10 µM. Recombinant CDK5/p35, ADP-Glo luminescence, 60 min. AID 488839;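 active means highest replicate inhibition of at least 50% and at least 75% of replicates reaching 50%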;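 further: plate controls were DMSO neutral control for no effect and GW8510 at 10 µM for full effect; many of its hits are not listed in these tables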
DAGLB inhibitor: blocks human DAGLB lipase activity. Q8NCG7. HEK293T DAGLB membrane lysate, EnzChek fluorogenic substrate. inhibition, % at 5.17 µM. 340,000 compounds, 0.059% hits; in the data active means inhibition above about 34%;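 further: 0% = enzyme with vehicle and 100% = wells lacking enzyme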
HTR5A inv ctr: HTR5A inverse agonism, opioid heterodimer counter-screen; inhibition, % at 9.3 µM; 340,000 compounds, 0.083% hits; P47898; HTR5A cell line, luminescence; in the data active means inhibition mostly above about 23%, no sharp cut-off; inactive means mostly below about 18%;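 further: 0% = cells with DMSO and 100% = no-cell wells with DMSO; some compounds called inactive have numbers as strong as hits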
phage Ecoli inh: E. coli growth loss with phage present | growth absorbance | AID 651602 | 360,000 compounds, 0.26% hits | inhibition, % at 11.9 µM; in the data active means inhibition above about 11%
Mot1-301 SUMO: blocks SUMOylation pathway, rescuing yeast Mot1-301 growth; S. cerevisiae Mot1-301 growth rescue, ATP luminescence, 38.5C; percent above DMSO median, 100 means doubled; growth rescue, % at 18.8 µM; 320,000 compounds, 1% hits; AID 2716;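 active means every valid replicate shows activation above 250% relative to neutral control wells; inactive means the rest, any valid replicate at or below 250%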;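 further: OY570 slx delta 5 strain wells were the positive control but not used for scaling; some compounds called inactive have numbers as strong as hits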
AddAB inh: less growth of phage-infected E. coli with AddAB | 330,000 compounds, 0.29% hits | inhibition, % at 11.9 µM | E. coli expressing H. pylori AddAB, absorbance growth; in the data active means inhibition above about 12%;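 further: 0% = vehicle wells of infected cells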
Active calls of the source: *; / = no result given; & = joins results of further samples. An unsorted share of the library. Share with any hit: about 2.3%.

Values run as follows: PKA-R1A act	HTR5A ag ctr	CDK5 p35 inh	E coli growth	PKA-R2B activ	DAGLB inhibitor	AddAB inh	phage Ecoli inh	Tat export inh	HTR5A inv ctr	Mot1-301 SUMO
Cc1oc(S(=O)(=O)N2CCCCC2)cc1NC(=O)Nc1ccc(F)cc1
  -3	4	1.3	0.2	-2	-1	3.4	1.6	-3	-12	-1
S=c1nc[nH]c2c1ncn2-c1ccccc1
  -6	-3	-1.2	/	-1	2	/	0.1	7	13	/
O=C(NCCc1ccccc1)C1CCN(S(=O)(=O)c2cccc3nonc23)CC1
  0	-2	-1.9	0.0	-13	-3	2.2	-1.7	5	5	3
CCOC(=O)c1cc(-c2cccnc2)nn1-c1ccccc1C
  -4	5	-2.1	-0.1	-12	1	-0.1	1.5	11	12	-28
O=c1[nH]c2ccc(Br)cc2c(-c2ccccc2)c1CN1CCOCC1
  9	4	0.0	-1.6	-4	5	-0.7	2.5	9	-11	-2
O=S(=O)(NCC1(N2CCOCC2)CCCCC1)c1ccccc1Cl
  -3	7	1.1	-0.2	-1	-2	4.5	0.9	4	-21	1
CCOC(=O)C(=CNc1cc(C)nn1-c1ccc(Cl)cc1)C(=O)OCC
  5	10*	-2.1	-2.6	-2	-9	3.0	2.2	13	-36	222
Cc1[nH]c(=O)[nH]c(=O)c1Sc1ccccc1[N+](=O)[O-]
  -2	-5	-0.4	0.2	11	2	2.0	-0.3	11	12	-15
O=C(COc1ccccc1)NCC(=O)NC1CCCCC1
  -4	0	-0.5	-2.8	4	1	-2.8	-0.8	4	1	/
O=C(c1ccccc1NS(=O)(=O)c1ccc(F)cc1F)N1CCCCC1
  -10	-2	-1.9	-1.9	-4	-1	-3.3	2.9	8	8	262
CC(/C=C/c1ccco1)=N\NC(=O)c1cc(Cl)ccc1O
  0	3	-1.5	-1.1	-7	10	-0.2	5.4	3	-3	32
Cc1nc(C)c(Oc2cccc(C(F)(F)F)c2)c(=O)[nH]1
  -6	-2	-0.1	-4.6	3	-4	-0.9	0.8	-2	-1	-5
COc1ccc(/C=N/NC(=S)N[C@H]2CC3CCC2C3)cc1 (stereo partly drawn)
  /	/	0.1	-1.7	/	/	2.1	0.9	2	/	210
CN(C)c1ccc(/C=C/c2nc3ccccc3c(=O)n2-c2ccc(C(=O)O)cc2)cc1
  -2	-4	2.0	-1.7	14	-212	-1.8	-3.0	-4	14	259
O=C(CCNC(=O)c1ccco1)Nc1ccc(OC(F)(F)F)cc1
  -10	8	0.4	5.0	-10	-4	7.8	5.6	-8	-23	-8
COc1c2occc2cc2ccc(=O)oc12
  -7	2	0.1	-2.3	-10	-3	3.0	3.5	2	3	-12
Cc1ccc(NC2CCCCC2NS(=O)(=O)c2ccccc2)c(C)c1 (stereo not drawn)
  -9	0	-0.7	-0.5	-9	-5	-0.1	1.4	9	1	76
COc1ccccc1N1CCN(/N=C/c2ccc(Cl)c([N+](=O)[O-])c2)CC1
  -5	2	0.9	1.2	-16	-2	0.9	3.3	6	-7	11
N#CC1=C(N)NC(=S)C(C(N)=O)C1c1ccccc1F (stereo not drawn)
  -3	2	12	-2.8	-8	-2	0.8	-0.4	-1	17	-17
Cn1c(=O)c([N+](=O)[O-])c(N2CCSCC2)c2ccccc21
  -3	4	0.5	-0.1	3	0	-1.0	3.6	0	14	0
Cc1cc2n(n1)C(c1cn(-c3ccccc3)nc1C)Nc1c(C)cccc1-2 (stereo not drawn)
  -16	8	2.0	0.2	-6	-1	2.4	3.0	-8	-22	-10
O=Cc1ccc(N2CCCC2)c([N+](=O)[O-])c1
  7	1	0.8	0.0	13	-3	0.3	4.4	6	-4	-5
COc1cccc(NC(=O)NNC(=O)C(C)Oc2ccc3ccccc3c2)c1 (stereo not drawn)
  3	-3	-2.0	/	-4	2	/	-1.7	0	-1	5
Cc1ccsc1C(=O)Nc1ccccc1N1CCCC1
  -4	-8	0.3	1.3	-2	-3	0.3	4.0	2	20	-19
CCN(CC)S(=O)(=O)c1ccc(-c2nnc(SCc3nnc(-c4ccccc4)o3)o2)cc1
  -11	4	-0.4	-2.5	0	-4	0.3	0.6	-6	-9	-5
COc1cc(/C(C)=N/NC(=O)CN2CCN(S(=O)(=O)c3ccc(C)cc3)CC2)ccc1O
  -3	4	-0.8	-1.3	-5	0	-0.6	2.8	-3	-12	3
Brc1ccc(-c2nnc3sc(CNCc4ccc5c(c4)OCO5)cn23)cc1
  -6	10	1.2	-2.3	-1	4	0.3	2.2	0	-29	64
CCc1cc(=O)oc2cc(C)c(CN3CCCC(C)C3)c(O)c12 (stereo not drawn)
  8	3	0.9	-0.7	1	9	0.5	2.2	-8&0	14	150
COC(=O)CN1C(=O)[C@H]2[C@@H](C3CC3)N3C(=O)CN(CCO)C(=O)[C@@]3(Cc3ccccc3)[C@H]2C1=O
  -5	3	1.2	0.3	10	-2	1.6	2.6	-9	-17	135
CC(C)CC(c1nnnn1Cc1ccccc1)N1CCN(C(=O)c2ccco2)CC1 (stereo not drawn)
  -2	2	-4.8	-2.4	7	-2	-0.2	0.7	-3	5	2
CCOCCCNC(=O)c1ccc2c(c1)ncn2-c1ccccc1OC
  3	-1	0.9	-2.1	-3	-1	0.0	2.0	-4	4	-16
CCOCCCn1c(SC(C)C(=O)NCC2CCCO2)nc2sc(C)c(C)c2c1=O (stereo not drawn)
  -5	8	0.4	0.9	-1	-1	-0.6	0.5	5	-20	8
O=C(CCCOc1ccc(Cl)cc1)NC1CCCCC1
  -3	-6	0.6	1.4	6	-1	1.6	0.5	-5	22	-4
C[C@@H](C(=O)NCCc1ccc(F)cc1)N1C(=O)N2CCc3c([nH]c4ccccc34)[C@@]2(C)C1=O
  -4	4	-0.6	-2.2	-8	2	0.0	4.0	2	15	32
O=C(CN1C(=O)c2ccccc2C1=O)NCCc1c[nH]c2ccccc12
  -1	0	-0.4	-2.1	-11	-3	2.2	0.7	7	-14	-14
O=c1cc(-c2ccccc2)[nH][nH]1
  -13	4	0.1	-1.2	-6	3	-2.0	-0.5	-3	-10	81
Oc1ccc(/C=N/Nc2nc(-c3ccccc3F)nc3ccccc23)c(O)c1
  0	2	-0.6	6.3	-4	3	4.7	8.9	-4	-28	-1
Cc1cc(N2C(=O)C3C4C=CC(C4)C3C2=O)no1 (stereo not drawn)
  2	2	-3.0	-1.5	6	-1	4.2	2.7	-5	-4	-10
COc1ccc(CNC(=O)CN(c2ccc(OC)c(Cl)c2)S(=O)(=O)c2ccc(C)cc2)cc1
  -1	6	1.4	-1.5	-4	-7	0.8	1.0	11	-8	-9
O=C1Cc2cc([N+](=O)[O-])ccc2N1c1c(Cl)cccc1Cl
  -5	-1	-2.1	1.6	-3	-2	-0.3	2.0	2	3	14
O=C(O)CSc1nnc(COc2cccc3ccccc23)o1
  4	-3	0.4	1.0	3	1	4.0	0.6	-3	10	-10
COc1cccc(NC2c3ccccc3C(=O)N2Cc2ccccc2Cl)c1 (stereo not drawn)
  -2	-2	-1.8	4.9	1	0	1.6	-0.5	3	6	-13
Cc1oc2c(O)c(O)ccc2c(=O)c1-c1ccc(Cl)cc1
  0	4	1.6	-1.8	-6	25	-1.5	0.6	-3	-16	18
N#CC(=C1SC=CS1)c1nc(-c2ccccc2)cs1
  0	0	-0.7	1.9	-6	-2	0.8	1.2	0	-38	20
C=CCn1c(SCc2cc(=O)n3ccsc3n2)nc2cc(Cl)ccc2c1=O
  -3	-4	2.3	2.4	-8	-3	1.8	3.4	-2	6	-13
COc1ccc(C)cc1NC(=O)c1ccc(NC(=O)CC2SC(N3CCCC3)=NC2=O)cc1 (stereo not drawn)
  -3	-2	0.1	0.8	2	-1	2.5	3.5	-5	5	-5
CCOc1ccccc1C(=O)NCC(=O)N1CCC(C)CC1
  -8	-2	2.0	2.1	-4	-4	-0.5	3.6	1	7	-12
c1ccc(-c2cn(-c3ccccc3)c3[n+]2CCS3)cc1
  -21	7	0.3	2.2	1	0	-1.9	2.2	3	4	84
CCC(C)NC(=O)C1c2ccccc2Oc2ccccc21 (stereo not drawn)
  -11	1	0.5	0.8	1	0	-1.1	0.7	1	-3	-10
CC(c1ccncn1)N(C)Cc1nc(-c2ccc(C(F)(F)F)cc2)no1 (stereo not drawn)
  4	-2	0.3	4.1	5	-4	0.9	4.0	-2	5	-11

(continued)
Values run as follows: PKA-R1A act	HTR5A ag ctr	CDK5 p35 inh	E coli growth	PKA-R2B activ	DAGLB inhibitor	AddAB inh	phage Ecoli inh	Tat export inh	HTR5A inv ctr	Mot1-301 SUMO
CC(OC(=O)CNC(=O)c1ccco1)C(=O)N(C)c1ccccc1 (stereo not drawn)
  9	6	-1.1	-1.2	-6	-1	4.4	2.0	-1	24	-8
NC(=O)C1CCN(Cc2nnnn2Cc2ccco2)CC1
  -24	0	0.5	-1.0	-2	-2	-1.5	0.8	-7	8	4
COc1ccc(CCn2c(C)cc(C(=O)COC(=O)c3cnccn3)c2C)cc1
  -5	3	0.4	1.4	-10	1	1.7	2.5	16	-11	2
CCCNC(=O)C1CC(=O)N(c2ccc(OCc3ccc(Cl)cc3)cc2)C1 (stereo not drawn)
  7	11	2.4	0.1	6	3	0.6	0.4	-11	-31	-1
COc1cc(N=Cc2c(O)[nH]c3ccccc23)cc(OC)c1OC
  -19	4	15	-1.1	3	5	-0.1	3.4	-3	5	-2
CCN(CC)S(=O)(=O)c1cccc(NC2=NCCCCC2)c1
  2	3	-0.3	1.3	-13	-1	1.0	2.5	-1	-7	-7
CC(O)CNCCNCc1c(OCc2ccccc2)ccc2ccccc12 (stereo not drawn)
  2	-1	-1.8	-4.0	-6	-7	-1.6	0.6	0	-5	2
COc1ccc(OC)c(C(=O)N(C)C2CCCN(Cc3ccccc3F)C2)c1 (stereo not drawn)
  5	0	-0.8	-2.2	-2	1	-0.2	-1.0	-1	2	14
COc1cccc(NC(=S)N2CCN(S(=O)(=O)c3ccccc3)CC2)c1
  -11	0	0.0	/	-13	-2	/	2.0	-5	1	0
Cc1cc(NC(=O)c2cccc(C)c2[N+](=O)[O-])no1
  -16	2	0.7	-1.0	-4	-5	-0.2	-0.4	-5	-6	5
Cc1cc(NC(=O)c2ccc(C)c([N+](=O)[O-])c2)no1
  -3	1	-2.5	0.2	0	1	1.5	4.7	0	-1	-5
CCCCN(C(=O)CSCc1c(C)noc1C)c1c(N)n(CCC)c(=O)[nH]c1=O
  -5	3	1.7	-0.4	-10	3	1.6	0.1	1	8	-7
O=S(=O)(N/N=C/c1ccccc1F)c1ccccc1
  -5	0	-1.0	2.2	-5	2	0.4	4.2	-2	-1	6

Sorted by number of heavy atoms (highest first): some entries from above.
Values run as follows: PKA-R1A act	HTR5A ag ctr	CDK5 p35 inh	E coli growth	PKA-R2B activ	DAGLB inhibitor	AddAB inh	phage Ecoli inh	Tat export inh	HTR5A inv ctr	Mot1-301 SUMO
CCCNC(=O)C1CC(=O)N(c2ccc(OCc3ccc(Cl)cc3)cc2)C1 (stereo not drawn)
  7	11	2.4	0.1	6	3	0.6	0.4	-11	-31	-1
COc1cc(N=Cc2c(O)[nH]c3ccccc23)cc(OC)c1OC
  -19	4	15	-1.1	3	5	-0.1	3.4	-3	5	-2
Cc1cc(NC(=O)c2ccc(C)c([N+](=O)[O-])c2)no1
  -3	1	-2.5	0.2	0	1	1.5	4.7	0	-1	-5
